Assay outcomes (PubChem BioAssay)
PAX8 reporter – inhibitors of PAX8-driven TPO luciferase reporter, primary screen, RMG-I cells, single concentration | SteadyGlo, 24 h | inhibition, % at 12.6 µM | actives 1.2% (n = 360,000) | AID 652154, 2013;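 active means mean replicate inhibition at least 60% with every replicate also reaching 60%; inconclusive means only one of the two criteria is met; inactive means mean below 60% and not all replicates reaching 60%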;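 further: luciferase light reporting Pax8 driven TPO promoter activity; plate controls were median of neutral control wells for no effect and mitoxantrone controls for full effect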
LGR2 antag – inhibitors of bursicon-induced LGR2 CRE-luciferase signal, primary screen, cell-based, HEK293, CRE-luciferase reporter, bursicon stimulation; Drosophila bursicon receptor LGR2 (rickets); bursicon-stimulated, 4 h; inhibition, % at 9.99 µM; actives 0.35% (n = 380,000); AID 720647, 2013;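 active means drop in luminescence signal, shown as inhibition above about 50% in the replicate tests, limit read from the data, passing the limit was not always enough; inconclusive means probably only some replicates passing the limit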;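 further: agonist challenge used bursicon conditioned medium at about half maximal strength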
ARNT-TACC3 inh – disruptors of ARNT/TACC3 protein interaction, primary screen, biochemical, AlphaScreen, single concentration | AlphaScreen His-ARNT PAS-B/GST-TACC3 binding, luminescence; TACC3 fragment carries E629A point mutation | inhibition, % at 9.99 µM | actives 0.66% (n = 390,000) | Transforming acidic coiled-coil-containing protein 3 (Homo sapiens), Q9Y6A5;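 active means mean inhibition of replicates at least 50% and at least half of replicates each reaching 50%; inconclusive means half or more replicates reach 50% but mean below 50%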;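 further: 0% = complete ARNT plus TACC3 wells and 100% = ARNT alone without TACC3; many hits fall short of the cut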
EWS-Fli block – EWS/Fli-driven NR0B1 reporter inhibitors, primary screen, A673 cells, NR0B1 luciferase, luminescence, MLPCN library; viability-normalised; inhibition, % at 12.6 µM; actives 0.67% (n = 350,000); AID 651661, 2012;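 active means mean inhibition of at least 50% after viability correction, with every replicate also passing that limit; inconclusive means mean reaches 50% but only one of two replicates passes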;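 further: firefly luciferase signal divided by Alamar Blue viability fluorescence both relative to DMSO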
CASP6 VEID inh – human caspase-6 inhibitors, primary screen, biochemical, VEID-R110 fluorescence, single point, set 2. inhibition, % at 12.5 µM. purified caspase-6, Z-VEID-R110 cleavage fluorescence. P55212. actives 0.53% (n = 350,000);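 active means mean inhibition across replicates at least about 35%, with every replicate also reaching that limit, limit read from the data; inconclusive means only one of the two criteria met; inactive means neither criterion met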;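 further: 0% = median of neutral control wells and 100% = no fluorescence left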
Target sequence (P55212 24-179 limits assumed): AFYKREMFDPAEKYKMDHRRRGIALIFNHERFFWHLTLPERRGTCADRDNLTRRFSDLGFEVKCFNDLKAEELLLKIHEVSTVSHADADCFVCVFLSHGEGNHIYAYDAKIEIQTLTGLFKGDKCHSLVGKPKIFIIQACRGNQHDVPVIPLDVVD
Target sequence (P55212 194-293 limits assumed): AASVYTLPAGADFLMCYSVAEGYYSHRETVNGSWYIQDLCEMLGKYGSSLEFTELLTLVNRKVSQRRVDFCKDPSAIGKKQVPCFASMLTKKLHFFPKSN
SIRT5 inh – SIRT5 desuccinylase inhibitors, primary screen, biochemical, fluorescence imaging, single point, set 5; NAD-dependent protein deacylase sirtuin-5, mitochondrial (Homo sapiens), Q9NXA8; Purified SirT5, succinyl-peptide AMC, trypsin-coupled fluorescence; inhibition, % at 15 µM; actives 1.1% (n = 330,000); AID 652115, 2013; in the data active means inhibition above about 15%; inconclusive means no clear call, values can overlap the other calls
Target sequence (Q9NXA8 whole entry, looked up): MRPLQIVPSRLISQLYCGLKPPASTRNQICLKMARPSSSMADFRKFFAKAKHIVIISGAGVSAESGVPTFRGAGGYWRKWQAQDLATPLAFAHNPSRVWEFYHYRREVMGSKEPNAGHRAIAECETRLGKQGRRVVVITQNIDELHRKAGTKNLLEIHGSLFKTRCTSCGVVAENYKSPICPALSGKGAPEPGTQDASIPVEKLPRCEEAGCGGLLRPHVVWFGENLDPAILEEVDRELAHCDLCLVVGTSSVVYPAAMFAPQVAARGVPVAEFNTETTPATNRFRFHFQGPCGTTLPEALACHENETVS
DENV2 CPE – inhibitors of DENV2 cytopathic effect, primary screen, cell-based, plate reader, single concentration; DENV2-infected cells, cytopathic effect rescue; CPE inhibition, % at 9.99 µM; actives 1.7% (n = 350,000); AID 651640, 2012; in the data active means CPE inhibition above about 20%, passing the limit was not always enough; inconclusive means no clear call, values can overlap the other calls; tested in BHK-21 cells;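 further: 0% = median of neutral control wells and 100% = median of positive control wells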
Starred values were filed as active, the others as inactive; ? = inconclusive; nt = no result given; & = joins results of further samples. Hits appear at their usual frequency. Share with any hit: about 4.9%.

SMILES | PAX8 reporter | LGR2 antag | ARNT-TACC3 inh | EWS-Fli block | CASP6 VEID inh | SIRT5 inh | DENV2 CPE
Cc1cccc(NC(=O)Cn2cccc2)c1 | nt | -4 | -18 | -2 | -1 | -3 | nt
COc1ccc(OCC(=O)NC(=S)N2CCCc3ccccc32)cc1 | nt | -16 | 4 | -58 | 1 | -5 | -1
CC(=O)Nc1ccc(NS(=O)(=O)c2ccc3[nH]c(=O)[nH]c3c2)cc1 | 9 | 7 | 0 | 1 | 7 | -5 | 0
O=C(NNC(=O)C1CCCN(S(=O)(=O)c2ccc3ccccc3c2)C1)C1CC1 (centres undefined) | 9 | -12 | nt | -11 | -3 | -4 | 2
O=C(c1[nH]ncc1-c1ccccc1)C1CO1 (centres undefined) | -26 | nt | -3 | -3 | 6 | -1 | 16
CCS(=O)(=O)Nc1ccc(C2=NN(S(C)(=O)=O)C(c3cccs3)C2)cc1 (centres undefined) | -18 | -36 | -2 | -20 | 1 | 3 | nt
CCOCCCn1c(=S)[nH]c2cc(C(=O)N3CCC(C(N)=O)(N4CCCCC4)CC3)ccc2c1=O | -7 | nt | -2 | -3 | 5 | -7 | 1
O=C(NC1CCCC1)c1ccc(CS(=O)Cc2ccccc2Cl)o1 (centres undefined) | 10 | 4 | -2 | 8 | -1 | -1 | 7
COc1ccccc1NC(=S)N(CCc1nc2cc(C)c(C)cc2[nH]1)Cc1cccnc1 | nt | 4 | 13 | 1 | 3 | -5 | 1
CN1c2ccc(-c3ccccc3F)cc2[C@@H]2[C@@H](CCN2S(=O)(=O)c2ccccc2)[C@@H]1CO | -1 | 14 | -3 | 8 | 2 | 8 | 3
CC(C)C[C@H]1CN([C@@H](Cc2ccc(O)cc2)CN2CCC[C@@H]2CN2C(=O)C(=O)NC[C@@H]2Cc2ccccc2)C(=O)C(=O)N1CC1CCCCCC1 | 22 | 1 | -2 | 2 | 6 | 3 | ?
Cc1ccc(N2CCN(C(=O)c3cn(CC4CCCCC4)nn3)C(C)C2)cc1 (centres undefined) | nt | -92 | 5 | -70 | 0 | -3 | 3
O=C1NC2(CCCCC2)C(=O)N1c1cccc(Cl)c1 | 6 | 19 | 7 | 5 | -3 | 0 | -1
CCS(=O)(=O)NCC[C@H]1CC[C@H](NS(=O)(=O)c2ccccc2C)[C@@H](CO)O1 | -5 | 4 | 5 | -5 | -3 | 2 | -4
O=C(C[C@@H]1C=C[C@@H](NC(=O)Nc2cc(F)ccc2F)[C@H](CO)O1)NCc1ccncn1 | -18 | 24 | 2 | 4 | 3 | -4 | 9
Cc1ccc(S(=O)(=O)c2c(C)nn(-c3ccccc3)c2OC(=O)c2ccco2)cc1 | -7 | 4 | -3 | -1 | 1 | nt | -2
O=C(c1c(F)c(F)c(F)c(F)c1F)N1CCN(Cc2ccc3c(c2)OCO3)CC1 | 8 | -5 | 0 | 7 | -3 | 1 | 5
C#CCN(C[C@@H]1[C@@H](OC(=O)Nc2cccs2)[C@@H](OC(=O)Nc2cccs2)Cn2c(=O)n(CCCCCC)c(=O)n21)S(=O)(=O)c1ccc(C)cc1 | 46 | 20 | nt | 15 | 2 | nt | -4
CC(c1ccccc1)N1C(=O)c2ccc(C(=O)Nc3ccc(Br)cc3C(=O)O)cc2C1=O (centres undefined) | 7 | 4 | -2 | -1 | 25 | -1 | -5
Cc1ccccc1P(=O)(c1ccccc1)c1ccccc1C | 20 | nt | nt | -1 | 2 | nt | -3
Cc1cc(OCC(=O)Nc2ccc(S(=O)(=O)N3CCN(C)CC3)cc2)cc(C)c1Cl | nt | -1 | 3 | nt | 2 | -3 | nt
O=C(/C=C/c1ccco1)Nc1ccccc1N1CCCC1 | 19 | -3 | nt | 1 | 3 | -1 | nt
N#Cc1ccc(-c2cn(-c3ccccc3)c3[n+]2CCCS3)cc1 | 18 | 11 | -13 | -1 | 0 | 1 | -5
O=C(c1ccc([N+](=O)[O-])cc1)N(Cc1ccc(Cl)cc1)N1C(=O)CCCC1=O | nt | -5 | -2 | nt | -1 | 1 | nt
O=C(COc1ccc(Br)cc1Br)NC(=O)NC1CCCC1 | -185 | -84 | 8 | -18 | 0 | nt | 0
CC(C)(C)OC(=O)C[C@H]1C/C=C\C[C@H](CC(=O)N[C@@H](CO)Cc2ccccc2)C(=O)N[C@H](C(C)(C)C)COC1=O | -16 | 6 | -6 | 9 | 5 | -1 | 63*
CC1CC(C)(C)NC(=S)O1 (centres undefined) | -10&-1 | -11&10 | -6 | 3&0 | -8&-3 | -1&1 | -2&2
CCOC(=O)c1ccc(NC(=O)c2cc(OC)c(OC)c(OC)c2Br)cc1 | -8 | 11 | -2 | 4 | 0 | -4 | 5
COc1cc(OC)cc(C(=O)OCC(=O)N2CCCC2)c1 | 12 | 1 | -3 | -3 | -1 | 3 | 13
CC(C)CNS(=O)(=O)c1ccc(CCC(=O)N2CCC(C(N)=O)CC2)cc1 | 4 | -11 | -6 | -17 | -1 | 2 | -4
C[C@H](CO)N1C[C@H](C)[C@@H](CN(C)C(=O)Nc2ccc3c(c2)OCO3)OCc2cn(nn2)CCCC1=O | -8&-26&-14 | -6&-17 | -2 | -1&-22&-18 | -1&0 | -2&-3 | ?
CCCCN(C)C(=O)C1CCCN(S(=O)(=O)c2ccc3c(c2)oc(=O)n3C)C1 (centres undefined) | -4 | 1 | -11 | -2 | 0 | 3 | ?
C=CCNC(=O)c1ccncc1 | nt | -14 | -1 | 9 | -3 | 2 | -3
COc1ccccc1CCN=C(N)NS(=O)(=O)c1ccccc1 | -12 | 12 | nt | 23 | -3 | 1 | ?
CCCNC(=O)C[C@@H]1C[C@H]2c3cc(NC(=O)CC4CC4)ccc3O[C@H]2[C@H](CO)O1 | nt | 6 | -14 | 2 | 1 | 0 | -4
CCOC(=O)C1CCCN(c2c(Nc3cc(C)cc(C)c3)c(=O)c2=O)C1 (centres undefined) | -6 | 16 | 3 | 2 | 1 | -2 | -4
CCOc1cccc(C(=O)NCc2ccccc2)c1 | 19 | 1 | -6 | 10 | 1 | -2 | -2
CC(=O)Nc1ccc(/C=N/NC(=O)c2cc(-c3ccco3)nc3ccccc23)cc1 | 20 | -8 | -2 | 10 | 2 | 8 | 10
CC(C)n1nnnc1SCC(=O)Nc1cccc(F)c1 | -54 | -21 | nt | -32 | -3 | -1 | -3
COc1ccccc1CC(=O)NC1CC1 | -10 | 7 | -6 | -4 | -1 | -2 | 7
C/C=C/c1ccc([C@H]2[C@@H](C#N)N(C(=O)CN3CCOCC3)[C@H]2CO)cc1 | 3 | -10 | 3 | 7 | 2 | -1 | -1
O=C(O)c1ccc(Cl)cc1Nc1nc2cc(Cl)ccc2o1 | 29 | -5 | -3 | -1 | 3 | 2 | 2
CCOc1ccc(NC(=O)CN(C)C(=O)c2cc3c(s2)CCCCC3)cc1OCC | 2 | 13 | 0 | -1 | 0 | -1 | 1
COc1ccc(NC(=O)CCNC(=O)c2ccccc2Cl)cc1S(=O)(=O)N1CCCCC1 | -22 | 2 | nt | -5 | 1 | -1 | 0
O=C(CN1C(=O)NC2(CCc3ccccc32)C1=O)c1ccc(Br)cc1 (centres undefined) | 0 | -19 | -5 | -3 | 4 | 2 | 8
COc1cccc(NC(=O)CN(C)C(=O)CNC(=O)c2sc3ccccc3c2Cl)c1 | -56 | -6 | -8 | -43 | -71 | 0 | -5
O=C(CSc1nnc(-c2ccco2)n1-c1ccccc1)Nc1c(Cl)cc(Cl)cc1C(=O)O | 3 | 6 | -4 | -1 | 3 | 1 | 9
O=c1[nH]c(-c2ccccn2)nc2sc(-c3ccccc3)cc12 | 89* | 32 | 12 | 12 | 4 | 2 | -7
Cc1ccccc1CNC(=O)C1CCN(c2nnc(N3CCCC3=O)s2)CC1 | 4 | -16 | -6 | -6 | 0 | -1 | -1
O=C(c1ccc(F)cc1)N1CCN(C(=O)c2ccc([N+](=O)[O-])cc2)CC1 | -5 | 9 | 30 | 5 | -3 | -1 | 4
COc1ccc(NC(=O)N2C[C@@H]3[C@H](c4ccccc42)[C@H](CO)N3C(=O)C2CCCCC2)cc1 | -23 | 1 | 8 | -10 | 2 | 2 | 0
CCOC(=O)c1[nH]c(C)c(C(=O)Nc2ccc(C)c(C)c2)c1C | -12 | -28 | -21 | -57 | -2 | nt | -3
Cn1ncc2c(N3CCN(c4ccc(Cl)c(Cl)c4)CC3)ncnc21 | 7 | -2 | -5 | 14 | -1 | -1 | 6
CCC(=O)c1cc(Br)ccc1OCC(=O)N1CCN(S(=O)(=O)c2ccccc2)CC1 | 3 | -24 | 2 | -1 | -2 | 0 | 6
Cc1c(Cl)cccc1NC(=O)Nc1ccc(C(N)=O)cc1 | 9 | nt | -1 | -14 | 0 | 1 | -2
CC(=O)c1ccc(N2CCN(CC(=O)Nc3ccc4c(c3)OCCO4)CC2)cc1 | nt | -11 | 0 | -1 | 1 | 1 | -2
Cc1noc(C)c1NC(=O)Nc1ccc2c(c1)C(=O)N([C@H](C)CO)C[C@H](C)[C@@H](CN(C)C(=O)Nc1ccccc1)OCCCC[C@H](C)O2 | -24 | -1 | -12 | -6 | -1 | -2 | 10
Brc1ccc(-c2csc(N/N=C/c3cccnc3)n2)cc1 | 2 | -21 | 1 | -48 | -2 | 0 | 3
O=C(c1ccccc1)c1ccccc1C(=O)N1CCOCC1 | nt | 7 | -11 | -1 | -1 | 4 | 8
CCc1ccc(NC(=S)N(Cc2ccc(Cl)cc2)Cc2ccc(C(=O)O)cc2)cc1 | -1 | -19 | -3 | -2 | 8 | 2 | 18

Whole records as entered above:
`Cc1c(Cl)cccc1NC(=O)Nc1ccc(C(N)=O)cc1` across the screens: PAX8 reporter = 9; LGR2 antag = nt; ARNT-TACC3 inh = -1; EWS-Fli block = -14; CASP6 VEID inh = 0; SIRT5 inh = 1; DENV2 CPE = -2
`O=C1NC2(CCCCC2)C(=O)N1c1cccc(Cl)c1` across the screens: PAX8 reporter = 6; LGR2 antag = 19; ARNT-TACC3 inh = 7; EWS-Fli block = 5; CASP6 VEID inh = -3; SIRT5 inh = 0; DENV2 CPE = -1

(continued)
SMILES | PAX8 reporter | LGR2 antag | ARNT-TACC3 inh | EWS-Fli block | CASP6 VEID inh | SIRT5 inh | DENV2 CPE
O=C(CNC(=O)c1cccs1)OCc1c(F)cccc1Cl | -30 | -37 | -5 | -42 | 1 | 8 | 2
N=C1c2ccccc2CN1NC(=O)CC12CC3CC(CC(C3)C1)C2 | -1 | nt | 13 | 6 | 0 | 6 | 6
OCCCNc1ncnc2sc3c(c12)CCN(Cc1ccccc1)C3 | 7 | 0 | 12 | -1 | -8 | -12 | 5
O=C(C[C@H]1C[C@H]2c3cc(NC(=O)NC4CCCCC4)ccc3O[C@H]2[C@H](CO)O1)NCc1cccnc1 | 9 | 8 | -1 | -1 | -1 | -1 | 16
CCCNC(=O)N1[C@H](C#N)[C@H](c2ccc(-c3cccnc3)cc2)[C@@H]1CO | 7 | 10 | 7 | 4 | 0 | 2 | -3
CC1CCN(CCCNC(=O)CCc2nnc3n(CCc4ccccc4)c(=O)c4ccccc4n23)CC1 | 9 | 12 | -2 | -11 | 4 | -4 | -7
O=C(O)CCN1c2ccccc2Sc2ccccc21 | -18 | -2 | -28 | -7 | 3 | -1 | -6
O=C(CSCc1ccc(Cl)cc1)N/N=C/c1c(Cl)cccc1Cl | 15 | -11 | -3 | -9 | -1 | 3 | -2
COc1cc(C(=O)N2CCN(S(=O)(=O)c3cccc(F)c3)CC2)ccc1OCC(=O)N1CCOCC1 | -10 | 2 | 0 | -4 | -2 | 1 | 2
O=C(NCCCN1CCOCC1)c1cc(Cl)ccc1Cl | -15 | 8 | -2 | 1 | -1 | 7 | 3
C[C@@H]1CN([C@H](C)CO)C(=O)c2cccc(NS(=O)(=O)c3cccs3)c2O[C@@H]1CN(C)Cc1ccc2c(c1)OCO2 | nt | 6 | -6 | -6 | -1 | 5 | 0
